From PubChem BioAssay
CXCR6 block – inhibitors of human CXCR6 receptor; 0.36% of 360,000 active; inhibition, % at 20 µM; CHO-K1 PathHunter CXCR6 beta-arrestin, luminescence; AID 602244; O00574; in the data active = inhibition above about 34%, passing the limit was not always enough;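 note: antagonist mode with CXCL16 agonist at 10 nM final; 0% = 10 nM CXCL16 with DMSO and 100% = unstimulated wells without agonist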
Gli-Sufu block – blocks Gli-Sufu signaling in a luciferase reporter; Sufu-KO-LIGHT fibroblasts, Gli luciferase reporter luminescence; inhibition, % at 5 µM; 0.74% of 340,000 active; AID 588413;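 active = inhibition above about 55%, limit read from the data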;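 note: 0% = DMSO-treated cells and 100% = wells with medium but no cells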
CCR6 antagonist – CCR6 (human) receptor antagonism; P51684; CHO-K1 CCR6 PathHunter beta-arrestin, luminescence, CCL20-stimulated; inhibition, % at 20 µM; 0.49% of 340,000 active;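 active = compounds whose inhibition of the agonist-driven luminescence signal at 20 µM reaches about 50%, limit read from the data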;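 note: cells stimulated with CCL20 at 14 nM final; plate controls were DMSO with CCL20 for no effect and DMSO without agonist for full effect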
APOBEC3G inh – blocks human APOBEC3G single-stranded DNA deamination; Q9HC16; recombinant A3G, ssDNA deamination FAM/TAMRA fluorescence; inhibition, % at 20 µM; 0.28% of 330,000 active; AID 493012;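 active = inhibition of at least 40% at 20 µM, with no more than 30% in the related APOBEC3A deaminase screen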;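 note: plate controls were DMSO wells with A3G for no effect and wells lacking A3G enzyme for full effect; some compounds called inactive have numbers as strong as hits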
Target sequence (Q9HC16 whole entry, looked up): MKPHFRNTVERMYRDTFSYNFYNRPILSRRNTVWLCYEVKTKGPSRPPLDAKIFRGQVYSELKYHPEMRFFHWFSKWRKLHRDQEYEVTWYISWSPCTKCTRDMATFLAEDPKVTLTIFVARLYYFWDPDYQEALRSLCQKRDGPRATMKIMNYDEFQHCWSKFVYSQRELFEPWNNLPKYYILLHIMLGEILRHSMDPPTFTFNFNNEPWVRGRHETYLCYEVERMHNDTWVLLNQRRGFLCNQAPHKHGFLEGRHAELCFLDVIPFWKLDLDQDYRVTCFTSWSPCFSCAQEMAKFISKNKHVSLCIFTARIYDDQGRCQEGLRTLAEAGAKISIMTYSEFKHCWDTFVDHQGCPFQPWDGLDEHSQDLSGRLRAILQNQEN
EBI2 block – blocks human EBI2 receptor beta-arrestin signaling | 0.81% of 360,000 active | EBI2 beta-arrestin recruitment, luminescence, 7a,25-OHC stimulated | inhibition, % at 5 µM; in the data active = inhibition above about 38%;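 note: enzyme fragment complementation signal reports receptor beta-arrestin coupling in cells; 0% = agonist plus DMSO wells and 100% = wells without agonist; some results beyond the cut were filed as inactive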
Target sequence (P32249 whole entry, looked up, the tested form may be a part): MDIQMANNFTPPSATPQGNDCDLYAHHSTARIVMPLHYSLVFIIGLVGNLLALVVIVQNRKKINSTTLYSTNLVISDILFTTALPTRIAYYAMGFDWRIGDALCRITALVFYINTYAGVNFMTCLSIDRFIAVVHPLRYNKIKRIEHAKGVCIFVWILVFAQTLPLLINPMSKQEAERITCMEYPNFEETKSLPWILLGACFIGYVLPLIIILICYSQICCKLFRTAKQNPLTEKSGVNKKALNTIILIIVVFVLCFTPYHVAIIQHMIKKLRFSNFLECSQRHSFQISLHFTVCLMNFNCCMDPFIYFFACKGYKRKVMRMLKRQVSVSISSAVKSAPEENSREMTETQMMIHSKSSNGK
A3A deaminase – blocks human APOBEC3A ssDNA deamination. 0.41% of 330,000 active. inhibition, % at 20 µM. recombinant A3A, FAM/TAMRA ssDNA deamination fluorescence;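 active = at least 40% inhibition at 20 µM here, with at most 30% in a related deaminase screen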;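 note: plate controls were A3A with DMSO for no effect and wells lacking A3A enzyme for full effect; some results filed as inactive read as strong as hits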
Target sequence (P31941 whole entry, looked up): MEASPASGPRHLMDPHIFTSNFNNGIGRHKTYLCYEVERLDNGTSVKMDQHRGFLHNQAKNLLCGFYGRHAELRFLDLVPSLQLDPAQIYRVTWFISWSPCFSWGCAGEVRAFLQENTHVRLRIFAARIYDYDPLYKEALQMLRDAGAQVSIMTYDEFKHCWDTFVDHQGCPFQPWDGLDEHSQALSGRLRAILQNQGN
GRIN3A LBD mod – NR3A (human) ligand-binding domain modulation | NR3A LBD differential scanning fluorimetry, Tm shift; 0% = protein alone, 100% = glycine-bound protein | Tm shift relative to glycine control, % at 25 µM | 2.5% of 340,000 active;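 active = melting temperature shift of at least 10% of the positive control shift, at one fixed dose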
MPTP inh – inhibitors of mitochondrial permeability transition pore | isolated mouse mitochondria, Ca2+ swelling absorbance, 30 min | inhibition, % at 10 µM | 1.4% of 360,000 active;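 active = inhibition of 50% or more, scaled per plate between neutral and stimulator controls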;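 note: 0% = DMSO wells given calcium and 100% = 1 mM EGTA wells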
Active calls of the source: *; . = not tested or not shown.

SMILES	CXCR6 block	Gli-Sufu block	CCR6 antagonist	APOBEC3G inh	EBI2 block	A3A deaminase	GRIN3A LBD mod	MPTP inh
COc1ccc(-c2noc(CCC(=O)N3CCN(c4ccccc4Br)CC3)n2)cc1	1	-11	10	-4	-5	0	2	-0.2
O=C(C(Cc1ccccc1)NS(=O)(=O)c1cccc2cccnc12)N1CCc2ccccc21 (centres undefined)	9	1	-3	-3	0	-2	-1	-1.0
O=c1/c(=C/c2ccco2)sc2nc(-c3ccccc3Br)nn12	8	-1	13	7	4	22	-3	1.3
COC(=O)CSc1nc(N)nc(C)c1Cl	-9	8	3	3	-5	1	0	-0.6
Cc1cc2c(C)cc(=O)oc2c2c1NCCC2	2	1	-17	0	-1	4	-4	-0.6
N#Cc1ccc(C(=O)OCC(=O)Nc2ccc(N3CCOCC3)cc2)cc1	-4	-3	1	-6	4	-8	0	0.7
CC(C)(C)OC(=O)N1CCC[C@H]1C(=O)Nc1ccc(Br)cc1	7	1	4	-2	-18	-2	1	-0.9
COCCCNc1nc(N)c([N+](=O)[O-])c(NCc2ccccc2)n1	-5	4	14	-1	12	1	1	0.2
Cc1cc(C(c2ccc(O)cc2)c2cc(C)c(O)cc2C)c(C)cc1O	-33	7	13	-7	8	-1	-14	0.2
CCOc1ccc(CNC(=O)CCC(=O)N2CCSc3ccccc32)cc1	-2	-3	6	-6	5	-4	-1	-0.6
O=C(CN1C(=O)NC2(CCCCCCC2)C1=O)Nc1ccc(Br)cc1Br	2	-2	12	-4	8	1	-4	-0.2
COc1ccc(-n2nc(C(=O)NCC(=O)NCc3ccc(F)cc3)c3ccccc3c2=O)c(OC)c1	-4	12	-5	.	7	.	-1	1.8
CCc1cccc2c(C(=O)C(F)(F)F)cn(CC(=O)N3CCOCC3)c12	0	-2	6	-1	-6	0	2	0.2
CN(C)c1nc(N)c([N+](=O)[O-])c(NCC2CCCO2)n1 (centres undefined)	6	17	8	2	7	1	-1	1.3
COc1ccc(NC(=O)C2OC3OC(C)(C)OC3C3OC(C)(C)OC23)cc1 (centres undefined)	-3	0	4	0	4	3	0	-0.1
Nc1ccc(Cc2ccc(N)c(O)c2)cc1O	-6	-10	-7	.	-6	.	-5	0.2
COc1ccc(/C=N/NC(=O)CN2CCCCCCC2)c(C)c1C	-6	-1	-2	0	12	5	1	2.1
NC(=O)c1cc(-c2ccccc2)nc(N2CCCCCC2)n1	3	2	11	-4	-14	-3	-34	0.2
Cc1ccc(S(=O)(=O)n2ccc3cccnc32)cc1	0	13	-4	0	-5	-1	-1	-0.4
CCOC(=O)Oc1ccc2c(=O)c(Oc3cc(C)cc(C)c3)coc2c1	-2	-13	-1	-2	-4	-2	2	4.7
Cc1ccc(S(=O)(=O)N2CCCC(C(=O)NC3CC3)C2)cc1 (centres undefined)	11	-2	8	-1	-14	2	-1	0.1
Cc1ccccc1N1CC(O)(c2ccccc2)[N+]2=C1SCC2 (centres undefined)	3	19	14	-3	5	-1	-2	0.7
COc1ccc2c(c1)c(C(=O)CN1CCC(C(N)=O)CC1)c(C)n2C	4	-1	6	5	2	5	0	-1.9
Cc1cc(C(F)(F)F)nn1CC(=O)NCc1ccco1	5	3	4	-2	-9	3	1	0.8

Overlap with the part before: 2 entries, then new ones.
SMILES	CXCR6 block	Gli-Sufu block	CCR6 antagonist	APOBEC3G inh	EBI2 block	A3A deaminase	GRIN3A LBD mod	MPTP inh
COc1ccc2c(c1)c(C(=O)CN1CCC(C(N)=O)CC1)c(C)n2C	4	-1	6	5	2	5	0	-1.9
Cc1cc(C(F)(F)F)nn1CC(=O)NCc1ccco1	5	3	4	-2	-9	3	1	0.8
CCOC(=O)N1CCN(C(=O)/C(=C/c2ccc(OC)c(OC)c2)NC(=O)c2ccccc2)CC1	-5	2	-14	-9	-1	-3	4	-1.1
O=C(Nc1ccc(S(=O)(=O)NC2=NCCCCC2)cc1)c1ccc([N+](=O)[O-])s1	-1	20	6	-4	-28	4	-3	1.2
O=C(CSc1nnnn1-c1ccc(Cl)cc1)Nc1cccnc1Cl	-4	8	12	-4	-7	2	-6	0.8
CCSc1nnc(-c2ccc(Cl)cc2Cl)o1	2	-73	-2	-8	0	-4	16*	-0.1
COC(=O)c1ccccc1NC(=O)NCc1ccco1	1	0	13	-4	-1	-8	-1	-2.7
CCOc1ccc(C(O)C(CN2CCOCC2)c2ccccc2)cc1 (centres undefined)	-2	-1	1	-4	-20	1	-1	-1.8
Cc1cnc(NC(=O)CCNC(=O)c2ccc([N+](=O)[O-])cc2)s1	-9	-9	-12	-8	9	10	-1	0.4
Cc1cccc(C)c1-n1c(C)nn(Cc2ccc([N+](=O)[O-])cc2)c1=O	2	-5	-1	-3	8	0	1	-0.1
N#CCCN(Cc1ccccc1)C(=O)c1cccs1	-1	3	6	-1	-3	-1	2	1.7
CCC(=O)c1ccc(OCC(O)Cn2nc(C)cc2C)cc1 (centres undefined)	4	-15	-3	-8	-6	-6	0	1.7
COc1ccccc1NC(=O)Nc1cccc(C(=O)O)c1	7	-9	-10	-4	-8	-4	1	-0.3
COc1ccc(OC)c(-n2c(=O)c3ccccc3c3ccccc3c2=O)c1	9	5	21	-6	-5	-5	0	0.3
O=C(NNC(=O)c1ccc(Cl)c(Cl)c1)c1ccncc1	-2	-4	4	-2	-7	0	1	1.7
CCOc1cc(CNc2ccc3c(c2)OCCO3)cc(Br)c1OC	1	0	15	1	1	1	4	0.2
C=C1CCC(OC(C)=O)C2(C)CCC3C(C)C(=O)OC3C12O (centres undefined)	2	-8	3	-7	-4	-3	-1	-0.4
COc1cc(C2C3=C(CC(C)(C)CC3=O)N(C)C(=O)N2C)cc(OC)c1OC (centres undefined)	-2	6	2	-8	-3	-2	1	0.1
Cc1[nH]c2ccccc2c1C(=O)C(=O)N1CCN(c2ccccc2Cl)CC1	-2	-6	2	-3	-9	-3	-7	-0.6
Cc1ccc(CNc2nnnn2C)cc1	-3	-3	8	-4	8	-4	-1	1.4
O=C(NC1CCCN(c2ccc(C(F)(F)F)cn2)C1)c1ccnc(Cl)c1 (centres undefined)	3	14	16	-5	1	0	-6	0.1
O=C1CCCCC1C(Nc1ccc(Cl)cc1)c1ccccc1 (centres undefined)	5	3	22	-6	1	-5	-8	-3.0
O=c1oc2c(CN3CCOCC3)c(O)ccc2c2c1CCCC2	-2	-2	2	-7	-7	-6	0	-2.8
C=CCSC1=N/C(=C\c2cccnc2)C(=O)N1c1ccc(OC)cc1	3	4	35	-1	15	1	-1	0.5
Cc1cnc(C(=O)OCC(=O)Nc2c(Cl)cc(Cl)cc2Cl)cn1	-5	-19	-6	-4	0	-2	-1	0.0
O=C(COc1ccccc1)OCc1cc(-c2ccco2)on1	9	32	16	-7	-5	0	0	-0.7
COC(=O)[C@]1(CC(C)C)N[C@H](c2ccc(-c3ccc(C(C)=O)cc3)cc2)[C@@H]2C(=O)N(C)C(=O)[C@@H]21	6	0	2	-3	11	1	-2	0.9
CCN(CC)S(=O)(=O)c1cccc(NC(=O)COc2ccc(Cl)cc2Br)c1	-7	4	27	-6	-7	-4	-19	36
CCc1ccc(CN2CCC(n3nccc3NC(=O)C3CCCC3)CC2)cc1	5	23	14	-2	1	4	0	0.9
CC(=O)c1cn(C)c(=O)[nH]c1=O	-4	6	4	-7	-6	-2	-2	-2.1
N#CCc1ccc(NC(=O)c2ccc(CN3CCc4ccccc4C3)cc2)cc1	-8	2	21	-7	0	-5	1	-0.4
Cc1c(OC(C)C(=O)NCc2cccnc2)ccc2c3c(c(=O)oc12)CCCC3 (centres undefined)	-5	17	0	0	13	3	-1	-1.0
CN(C)c1ccc(C=NN2CCCCCC2)cc1	5	-76	4	.	3	.	2	0.2
Cc1cc(C)c(C)c(OCC(=O)N2CCN(c3ccccn3)CC2)c1	4	-9	12	1	5	2	-3	-1.2
Fc1ccc(-c2nn(-c3ccccc3)cc2CNCc2ccccc2)cc1	-4	9	11	-5	-3	-2	-8	91*
CC1(C)C2CC[C@]3(C)C(CC=C4[C@@H]5C[C@@](C)(CO)[C@@H]6C[C@@]5(CC[C@]43C)C(=O)O6)[C@@]2(C)CC[C@@H]1O (some centres undefined)	.	-3	56*	-7	.	-4	0	.
COc1ccccc1NC(=O)CSc1sc2c(O)cc(=O)[nH]c2c1C#N	-4	-24	-1	23	5	25	-4	-1.4
COc1ccc(N2CCN(CC(O)COc3cc(C)ccc3C)CC2)cc1 (centres undefined)	4	8	5	-6	2	-8	2	1.4

Two of the compounds above, as a markdown table:
| molecule | CXCR6 block | Gli-Sufu block | CCR6 antagonist | APOBEC3G inh | EBI2 block | A3A deaminase | GRIN3A LBD mod | MPTP inh |
| --- | --- | --- | --- | --- | --- | --- | --- | --- |
| CC1(C)C2CC[C@]3(C)C(CC=C4[C@@H]5C[C@@](C)(CO)[C@@H]6C[C@@]5(CC[C@]43C)C(=O)O6)[C@@]2(C)CC[C@@H]1O (some centres undefined) | . | -3 | 56* | -7 | . | -4 | 0 | . |
| COc1ccccc1NC(=O)CSc1sc2c(O)cc(=O)[nH]c2c1C#N | -4 | -24 | -1 | 23 | 5 | 25 | -4 | -1.4 |

Next section.
SMILES	CXCR6 block	Gli-Sufu block	CCR6 antagonist	APOBEC3G inh	EBI2 block	A3A deaminase	GRIN3A LBD mod	MPTP inh
COc1cc(NS(=O)(=O)c2ccc(NS(=O)(=O)c3ccccc3)cc2)nc(OC)n1	10	5	-5	-1	-12	4	0	-0.7
COc1cccc(NCc2cc3c(C(C)(C)C)nn(-c4ccccc4)c3[nH]c2=O)c1	-5	6	1	3	12	3	1	2.8
Cc1ccc(C)c(NC(=S)N2CCC(NC(=O)c3ccccc3)CC2)c1	-2	5	-1	-1	-5	-2	0	1.5
O=C(CN(Cc1ccc(F)cc1)S(=O)(=O)c1ccc(S(=O)(=O)N2CCOCC2)cc1)Nc1ccccc1	-2	6	3	-5	-3	-2	-13	2.0
CSCCC(NS(=O)(=O)c1ccccc1F)C(=O)Nc1cccc(C)n1 (centres undefined)	6	-23	17	0	8	1	0	1.4
COc1ccc(OC)c2c(C)cc(N3CCN(C(=O)c4ccc(C)cc4)CC3)nc12	7	3	14	-1	-13	0	-2	3.4
Cc1noc(C)c1COc1ccc(C(=O)N2CCCC(C(F)(F)F)C2)cc1 (centres undefined)	5	-1	-6	-6	-4	-1	1	-0.9
COc1ccc(NS(=O)(=O)c2ccc(N3CCCC3)c(NC(=S)Nc3ccc(SC(F)F)cc3)c2)cc1	4	-4	31	4	12	-2	12*	64*
CC(=O)N1CCN(c2ccc(NC(=O)c3ccc(C(C)(C)C)cc3)cc2)CC1	-5	-4	-14	-3	15	-4	-2	1.9
CN(C)C(=O)CSc1nnc(C23CC4CC(CC(C4)C2)C3)o1	4	-46	4	-6	2	1	1	0.7
CC12CCC(C(=O)NNc3ccccc3)(C(=O)C1=O)C2(C)C (centres undefined)	-2	1	5	-6	3	-2	2	-0.2
CC(=O)Nc1ccc(-c2nnc(SCc3ccc(C)cc3)n2C)cc1	2	-2	-22	5	-8	34	0	1.5
O=C(NC1CCN(Cc2ccccc2)CC1)c1cc(-c2ccccn2)nc2ccccc12	0	-11	-7	-2	3	-1	-1	0.1
COc1ccccc1N1CCN(C(=O)CCNS(=O)(=O)c2ccc(Br)s2)CC1	-6	-1	-10	-3	8	0	-2	0.6
O=C(NN1CCOCC1)c1cccc(F)c1	1	2	9	-6	1	1	0	1.1
O=C(OCc1cnc(Cl)s1)c1c(F)cccc1F	-2	-7	-11	-8	5	0	-4	2.0
CCn1c(C(C#N)/C(=N\S(=O)(=O)c2cccs2)c2ccccc2)nc2ccccc21 (centres undefined)	-6	-2	4	-8	-11	-5	-1	1.1
CCCCc1c(O)nc(SCC(=O)N2CCOCC2)n(-c2ccc(OC)cc2)c1=O	-3	-18	12	-11	0	-3	5	-1.1
CN(CCO)c1nc(N)c(C#N)c(CC#N)c1C#N	-3	-9	12	-5	1	2	1	-0.2
CC(NC(=O)Cc1ccc([N+](=O)[O-])cc1)c1ccc2c(c1)OCO2 (centres undefined)	2	0	15	0	-4	1	0	1.7
CCOc1ccc(CN2CCNC(=O)C2CC(=O)NCCCOc2cccnc2)cc1 (centres undefined)	3	-4	2	-1	-17	-1	-3	-1.4
Cc1nn(-c2ccccc2)c(C)c1C(=O)OCC(=O)Nc1ccccc1	-2	-19	8	-5	-5	-3	0	0.9
